Compound activity as filed in PubChem BioAssay.
hcGAS lum: inhibitors of human cGAS; Q8N884; recombinant h-cGAS, ATP depletion, Kinase-Glo luminescence; inhibition, % at 12.5 µM; hit rate 0.081% among 290,000;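 also: 0% = vehicle reaction and 100% = reaction without DNA for no activity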
Target sequence (Q8N884 whole entry, looked up): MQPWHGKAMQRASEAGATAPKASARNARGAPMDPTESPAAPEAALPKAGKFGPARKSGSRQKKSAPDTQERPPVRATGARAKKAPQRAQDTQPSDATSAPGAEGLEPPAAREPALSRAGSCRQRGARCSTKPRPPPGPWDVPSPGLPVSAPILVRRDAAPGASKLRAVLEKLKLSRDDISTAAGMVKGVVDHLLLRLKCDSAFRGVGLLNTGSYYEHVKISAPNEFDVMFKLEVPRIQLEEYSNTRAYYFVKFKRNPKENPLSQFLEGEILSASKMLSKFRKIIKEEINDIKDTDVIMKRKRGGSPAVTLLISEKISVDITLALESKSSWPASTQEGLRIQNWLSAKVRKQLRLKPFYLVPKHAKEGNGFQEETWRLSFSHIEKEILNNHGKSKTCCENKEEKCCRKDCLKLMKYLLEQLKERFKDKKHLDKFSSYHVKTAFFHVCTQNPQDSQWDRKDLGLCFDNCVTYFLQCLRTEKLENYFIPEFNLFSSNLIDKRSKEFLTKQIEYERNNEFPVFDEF
NPYLR7 ag: activates Aedes aegypti NPYLR7 receptor; HEK293T NPYLR7/Galpha15, GCaMP6s calcium fluorescence; activation, % at 10 µM; hit rate 0.15% among 270,000; AID 1259423; in the data active = activation above about 40%;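 also: 0% = vehicle and 100% = reference agonist at the receptor; some compounds past the cut are filed as inactive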
mcGAS inh: blocks mouse cGAS activity; Q8C6L5; recombinant cGAS, Kinase-Glo ATP depletion luminescence; inhibition, % at 12.5 µM; hit rate 0.15% among 160,000; AID 1259399;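 also: 0% = negative control wells and 100% = reference inhibitor with no enzyme activity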
Active calls of the source: *; · = no result given; & = joins results of further samples. Rule as the data show it, unless noted: active = inhibition above about 40%; inactive = the rest.

Values run as follows: hcGAS lum | NPYLR7 ag | mcGAS inh
- O=c1cc(CSc2nnnn2C2CC2)nc2sccn12
→ -3.0 | 1.4 | -3.8
- O=C(NCc1cccc2[nH]ccc12)C1CCC(=O)N(CCCN2CCOCC2)C1 (stereo unspecified)
→ 1.3 | 11.7 | 1.1
- O=C(CCl)N1N=C(c2cccs2)CC1c1ccco1 (stereo unspecified)
→ -0.4 | 3.1 | 9.6
- CCOc1ccc(-n2c(=O)c3ccccc3n(C(CC)C(=O)NCc3ccco3)c2=O)cc1 (stereo unspecified)
→ -2.0 | 10.3 | -3.3
- Cc1cc(NC(=O)CSc2nc(-c3ccc(F)cc3)nc3c2c(=O)n(C)c(=O)n3C)no1
→ -2.6 | 8.7 | ·
- CCN1CCN(c2ncc(-c3cc(=O)[nH]c(N4CCc5ccccc54)n3)c(C)n2)CC1
→ -5.6 | 3.7 | -6.5
- CNC(=O)C1Cc2ccccc2CN1CCCc1ccccc1 (stereo unspecified)
→ 5.5 | 1.0 | 0.5
- O=C(CNc1cc(F)ccc1F)NCc1ccc(Cl)cc1
→ -5.5 | 7.7 | ·
- Cc1ccc(-n2nnc3c(=O)n(CC(=O)N4CCN(c5ccccc5)CC4)cnc32)cc1Cl
→ 0.5 | -4.3 | -0.9
- COc1ccc(OC)c(S(=O)(=O)NC(=O)C2(C)CCN2C(=O)c2ccco2)c1 (stereo unspecified)
→ -2.8 | 4.7 | ·
- CCOC(=O)C(=O)N1CCC(=O)N(CC)C[C@H]2COc3cc(OC)ccc3[C@H]21
→ -8.9 | -0.6 | -8.0
- CCC(C)N(Cc1ccccc1OS(=O)(=O)c1ccc(NC(C)=O)cc1)C(=O)c1cccs1 (stereo unspecified)
→ -1.8 | 2.9 | -3.5
- Cc1ccc(-n2nnc3c(=O)n(Cc4ccc(Cl)cc4Cl)cnc32)cc1
→ 9.6 | 2.3 | ·
- Cc1cccc(C(C(=O)N2CCCN(C(=O)C3CC3)CC2)N(C)C)c1 (stereo unspecified)
→ -6.0 | -3.6 | -13.0
- C=CCn1c(-c2c(-c3ccccc3)ncn2CCc2cnc[nH]2)nc2ccccc21
→ -6.6 | 0.8 | ·

Random excerpt: four compounds from above, in no set order.
Values run as follows: hcGAS lum | NPYLR7 ag | mcGAS inh
- CCOC(=O)C(=O)N1CCC(=O)N(CC)C[C@H]2COc3cc(OC)ccc3[C@H]21
→ -8.9 | -0.6 | -8.0
- CNC(=O)C1Cc2ccccc2CN1CCCc1ccccc1 (stereo unspecified)
→ 5.5 | 1.0 | 0.5
- O=C(NCc1cccc2[nH]ccc12)C1CCC(=O)N(CCCN2CCOCC2)C1 (stereo unspecified)
→ 1.3 | 11.7 | 1.1
- CCOc1ccc(-n2c(=O)c3ccccc3n(C(CC)C(=O)NCc3ccco3)c2=O)cc1 (stereo unspecified)
→ -2.0 | 10.3 | -3.3

Following part:
Values run as follows: hcGAS lum | NPYLR7 ag | mcGAS inh
- O=C(CN1C(=O)CSC1c1ccc2c(c1)OCCO2)NCc1ccco1 (stereo unspecified)
→ -9.3 | 11.8 | -6.1
- COc1ccc(C)cc1N1CCN(C(=O)c2ccccc2C)C(C)C1=O (stereo unspecified)
→ -2.5 | -9.8 | -3.5
- c1cn(CC2(CNC3CCC4(CCNCC4)CC3)CC2)cn1
→ -7.7 | · | -4.9
- C=CCOc1c(CNc2ncn[nH]2)cccc1OC
→ -6.1 | 0.1 | -2.6
- Cc1c(Cl)c([N+](=O)[O-])nn1CC(=O)N1CCCCC1C (stereo unspecified)
→ -3.8 | 19.5 | ·
- CC(C)(C)c1ccc(C(=O)Nc2c3c(nn2CC(=O)NCC2CCCO2)CSC3)cc1 (stereo unspecified)
→ -3.4 | 2.2 | -2.4
- Cc1cc(N2CCOCC2)n2ncc(-c3ccccc3)c2n1
→ -0.7 | -3.8 | 0.8
- N#Cc1cccc(CN2CCN(S(=O)(=O)c3ccc(F)cc3)CC2)c1
→ -1.3 | -11.6 | -3.1
- CCOc1ccc(N2C(=O)CSC2c2cccc(NC(=O)c3ccc(Br)cc3)c2)cc1 (stereo unspecified)
→ -0.6 | 0.7 | -3.1
- CSC1=N/C(=C\c2ccc(N(C)C)cc2)C(=O)S1
→ -4.5 | 3.6 | -2.5
- Cc1cc(C)n(-c2ccc(N3CCN(C(=O)c4cc(F)c(F)cc4Cl)CC3)nn2)n1
→ -2.2 | -1.4 | -6.2
- O=C(c1ccc(C(F)(F)F)c(F)c1)N1CCc2c([nH]c3ccccc23)C1c1ccc([N+](=O)[O-])c(Cl)c1 (stereo unspecified)
→ -2.3 | -12.2 | 0.5
- Cc1ccc2c(c1)CCCN2C(C)C(=O)Nc1ccc(Cl)cn1 (stereo unspecified)
→ 1.4 | 1.0 | ·
- O=S(=O)(c1ccccc1C(F)(F)F)N1CCN(c2nccc(-c3ccco3)n2)CC1
→ -8.9 | -4.8 | -6.5
- Fc1ccc(N2CCN(c3nc(Nc4ccc(Cl)cc4)c4nccnc4n3)CC2)cc1
→ 3.6 | 18.1 | 1.5
- O=C(CN(C(=O)Cc1ccccc1)C1CC1)N(CCc1c[nH]c2ccccc12)Cc1ccc(Cl)cc1
→ 0.3 | -0.8 | -0.1
- COC(=O)c1cc(N2C(=O)C3C4C=CC(CC4)C3C2=O)ccc1Cl (stereo unspecified)
→ -8.8 | -12.5 | -6.6
- CCOc1ccccc1NC(=O)NC(C)c1nnc(SCc2ccc(F)cc2)n1-c1cc(Cl)ccc1C (stereo unspecified)
→ -6.5 | 19.9 | -5.8
- Clc1ccc2c(NCCN3CCOCC3)nc(Cc3ccccc3)nc2c1
→ -7.2 | 18.0 | -4.4
- N#Cc1ccc(CSc2ncccn2)cc1
→ -10.8 | -5.8 | ·
- O=C1COc2ccc(C3=Nn4c(nnc4C4COc5ccccc5O4)SC3)cc2N1 (stereo unspecified)
→ -4.6 | -0.9 | -4.3
- Cc1ccccc1C1c2ccsc2CCN1C(=O)CN(Cc1ccco1)C(=O)c1cccc(C(F)(F)F)c1 (stereo unspecified)
→ -5.9 | 18.7 | -3.2
- CSC1CCC(N(C)C(=O)c2nccnc2N)C1 (stereo unspecified)
→ -5.6 | -3.5 | ·
- CC(C)(N)COc1ncccc1Br
→ -15.5 | 5.4 | ·
- COc1ccc(CCCNC(=O)c2ccc(-c3cn[nH]c3)nc2)cc1
→ -7.9 | 26.6 | ·
- CCOCCn1c(=O)c2c(nc3n(C(C)c4ccccc4)c(C)cn23)n(C)c1=O (stereo unspecified)
→ -6.8 | -0.7 | ·
- CC(C)NC(=O)[C@@H]1C[C@@H](N)CN1Cc1ccnc(C(C)C)n1
→ -6.3 | -1.4 | -8.3
- CCCCN(C)c1c(CC)nc2ccc(C(=O)NCc3ccc(OC)cc3)cn12
→ -4.4 | 5.2 | -4.3
- CCN=C1SC(CC(=O)Nc2ccc(N3CCOCC3)cc2)C(=O)N1CC (stereo unspecified)
→ -7.2 | -6.1 | -5.2
- CC(C)N(CC(=O)N(Cc1ccc2c(c1)OCO2)Cc1ccco1)S(=O)(=O)c1ccc(Cl)c([N+](=O)[O-])c1
→ -2.2 | 30.9 | -1.6
- CNC(=O)/C(C#N)=C/c1c(Oc2cccc(C)c2)nc2ccccn2c1=O
→ -14.1 | 0.8 | 1.4
- CC1=NC2=C(C(=O)CCC2)C(c2ccccc2)C1C(=O)OCC1CCCO1 (stereo unspecified)
→ -6.8 | -1.0 | -9.6
- CCC(C(=O)NC1CCN(c2ccccc2C(=O)NCCCOC)CC1)c1ccccc1 (stereo unspecified)
→ -1.0 | -3.1 | -3.9
- CC1=C(C(=O)OC(C)C)C(c2cccc([N+](=O)[O-])c2)N2C(CC(=O)O)=CSC2=N1 (stereo unspecified)
→ 4.2 | 10.3 | ·
- CCn1c(C2CCCN(Cc3ccc(C#CC(C)(C)O)cc3)C2)n[nH]c1=O (stereo unspecified)
→ -5.4 | 16.1 | ·
- Cc1cc(=O)n(C(C)(C)C)c(=O)n1Cc1ccccc1
→ -9.9 | -2.1 | -6.4
- CCCOC(=NC1CCCc2ccccc21)NC(=O)c1cccc(OC)c1 (stereo unspecified)
→ -8.5 | -2.1 | -5.1
- N#Cc1c(C(F)(F)F)c2cc3c(cc2oc1=O)OCO3
→ -1.6 | 14.5 | ·
- O=C(CNCCO)NC12CC3CC(CC(C3)C1)C2
→ -17.0 | 2.9 | ·
- Cc1cc(C)c2cccnc2c1O
→ 0.8 | 2.9 | -4.9
- CC(Oc1ccccc1F)C(=O)NNS(=O)(=O)c1cccc(Cl)c1 (stereo unspecified)
→ -18.2 | 6.0 | -1.7
- NC(=O)c1ccccc1-c1cccc(OC(F)(F)F)c1
→ -5.7 | 8.6 | ·
- CCCCCNC(=O)CC(c1ccc(C)cc1)c1cn(C)c2ccccc12 (stereo unspecified)
→ -1.3 | · | -8.1
- COC(=O)Cc1cc(C2CCN(Cc3ccnc4ccccc34)CC2)n[nH]1
→ -3.9 | 7.7 | -10.6
- COc1ccc(C2c3ccsc3CCN2CC(=O)N2CCN(C(=O)COc3ccccc3)C(C)C2)cc1 (stereo unspecified)
→ -4.2 | 33.4 | -5.6
- CCn1c(CC2CCNCC2)nn(CC2CCN(C)C2)c1=O (stereo unspecified)
→ -4.2 | 5.0 | -15.4
- CCc1nnsc1C(=O)NC1CCN(c2ccccn2)CC1
→ -6.9 | -15.0 | ·
- COC(=O)C(NC(=O)N1c2ccccc2NC(=O)C1C(C)C)C(C)C (stereo unspecified)
→ -1.4 | -7.9 | -6.4
- Cc1cc(C)nc(SCc2cc(=O)c(OC(=O)c3cc(Cl)ccc3[N+](=O)[O-])co2)n1
→ -4.6 | -11.7 | -7.1
- Cc1ccc(C(=O)Nc2ccccc2NC(=O)c2c(-c3ccccc3Cl)noc2C)cc1
→ 0.9 | -10.8 | -3.5
- CC1(C(=O)NCC2CC2)Cc2c(-c3cccc(C(F)(F)F)c3)ccnc2O1 (stereo unspecified)
→ -3.2 | -2.3 | -2.0
- COCC1CCN(C(=O)c2coc(COc3cccc(F)c3)n2)C1 (stereo unspecified)
→ -0.1 | 5.1 | ·
- Cc1cc(NC2CCCCC2)nc(C)n1
→ -13.7 | 13.0 | -5.9
- Brc1ccccc1C=NNc1ccc2ccccc2n1
→ -3.0 | 3.2 | -3.1
- O=S(=O)(Cc1ccc(F)cc1Cl)C12CC3CC(CC(C3)C1)C2
→ -2.2 | 17.9 | -4.6
- CCC1CN(C(=O)NCc2csc(Br)c2)CCO1 (stereo unspecified)
→ -5.5 | 0.6 | ·
- CCc1cc(NCC2CCS(=O)(=O)C2)nc(-c2ccncc2)n1 (stereo unspecified)
→ -2.7 | 5.5 | ·
- COc1cccc(-c2nc(COC(=O)c3nnn(-c4ccc(C)c(F)c4)c3C)c(C)o2)c1OC
→ -8.3 | 1.2 | -9.5
- CC(=O)c1cc(Cl)cc(CN(C)CC(=O)Nc2ccccc2)c1O
→ 4.1 | 4.7 | ·
- CCCC(=O)N1CCN(C(=O)C(NC(=O)c2ccc(F)cc2)S(=O)(=O)c2ccc(F)cc2)CC1 (stereo unspecified)
→ -0.7 | 17.5 | ·

Remaining list, next part
Values run as follows: hcGAS lum | NPYLR7 ag | mcGAS inh
- Cc1ccc(C)c(NC(=O)CSCc2cc(C)no2)c1
→ -14.8 | -0.8 | ·
- C=CCN(Cc1nccn1Cc1ccccc1F)C(=O)c1cccc(F)c1
→ -0.7 | 5.8 | -2.9
- Cc1cccc(OC(F)F)c1NC(=O)C1(C)CCN1C(=O)Cc1ccc(-c2ccccc2)cc1 (stereo unspecified)
→ -2.9 | -4.0 | -0.8
- O=S(=O)(NCCOc1cc(N2CCCC2)ncn1)c1cccnc1
→ 0.6 | 2.3 | ·
- O=C(Cn1c(-c2ccncc2)nc2ccccc21)N1CCN(c2ccccc2)CC1
→ -7.0 | -11.5 | -7.5
- CCN(C(=O)c1cccc(F)c1F)[C@@H]1CCN(c2ccnc(N)n2)C[C@H]1O
→ 0.9 | 3.3 | ·
- CCCNC(=O)c1cc(C2CCCCN2S(C)(=O)=O)on1 (stereo unspecified)
→ -6.1 | -2.3 | -8.2
- CCOc1ccc(-n2c(C(C)N(CCc3ccc(OC)c(OC)c3)C(=O)CCc3ccccc3)nc3ccccc3c2=O)cc1 (stereo unspecified)
→ -2.7 | -9.2 | 0.4
- O=C(NCC1CCCN(C(=O)c2cccc(Cn3cccn3)c2)C1)c1ccc(F)cc1 (stereo unspecified)
→ -2.0 | -3.8 | 0.1
- Cc1ccc(C(=O)NCCc2cccc(F)c2)s1
→ -4.1 | 3.2 | -6.4
- COc1ccc(CCN2CC3=C(C2=O)C(c2ccccc2Cl)NC(=O)N3)cc1 (stereo unspecified)
→ -6.7 | 9.9 | -6.6
- COC(=O)c1sc(N2C(=O)C(=O)C(=C(O)c3ccccc3)C2c2ccccc2)nc1C (stereo unspecified)
→ -3.0 | 1.5 | -2.3
- C[C@]12C=CC(=O)NC1CCC1C2CC[C@@]2(C)C1CC[C@@H]2C(=O)Nc1cc(C(F)(F)F)ccc1C(F)(F)F (stereo partly specified)
→ -1.5 | 0.7 | ·
- CCN(CC)CCNC(=O)c1cc(NC(=O)Nc2ccc(C)c(C)c2)ccc1N1CCCC1
→ -6.5&9.0 | 15.0&-9.2 | -3.5&1.5
- CCC(C)N(Cc1cc(NC(=O)NC(C)C)ccc1N(C)C)C(=O)c1cccc(C)c1 (stereo unspecified)
→ -0.6 | 18.4 | -7.8
- CC1CN(C(=O)C(NC(=O)c2c(F)cccc2F)C(C)C)CC(C)O1 (stereo unspecified)
→ -3.9 | 4.8 | ·
- Cc1c(C(=O)N2CCC(C(N)=O)CC2)cc(-c2ccccc2)n1-c1ccc2c(c1)OCO2
→ 0.1 | 16.2 | -5.8
- CN(Cc1cccc(-n2cccn2)c1)Cc1nc(Cc2ccccc2Cl)no1
→ 3.6 | 2.1 | ·
- Cc1ccc(C)c(S(=O)(=O)c2cnc(SCC(=O)Nc3cccc(C(F)(F)F)c3)[nH]c2=O)c1
→ 4.8 | -12.5 | 3.4
